Screening data deposited in PubChem by National Center for Advancing Translational Sciences (NCATS).
D3 ag: qHTS of D3 Dopamine Receptor Agonist: qHTS | D(3) dopamine receptor (Homo sapiens), P35462 | D3R DiscoveRx beta-arrestin cells, luminescence, 90 min | max activation, % | actives 0.58% (n = 410,000) | AID 652048, 2013; in the data active = max activation above about 30%; note: 0% is about no effect; mostly tested at two doses, the higher about 12 µM
Target sequence (P35462 whole entry, looked up): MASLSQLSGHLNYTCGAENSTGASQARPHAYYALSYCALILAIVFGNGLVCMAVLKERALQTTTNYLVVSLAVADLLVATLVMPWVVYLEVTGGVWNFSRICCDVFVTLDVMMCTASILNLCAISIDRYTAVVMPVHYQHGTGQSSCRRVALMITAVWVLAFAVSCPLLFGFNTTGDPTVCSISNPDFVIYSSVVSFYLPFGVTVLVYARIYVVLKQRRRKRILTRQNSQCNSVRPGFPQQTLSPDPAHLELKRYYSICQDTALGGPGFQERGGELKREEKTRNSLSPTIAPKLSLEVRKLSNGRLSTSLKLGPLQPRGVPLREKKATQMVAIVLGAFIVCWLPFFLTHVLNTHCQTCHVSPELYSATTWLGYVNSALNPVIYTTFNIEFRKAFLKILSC
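Agonist mode: compounds and dopamine controls were applied to plated cells for 90 min at 37 degrees C after an overnight attachment at 1500 cells/well. Luminescent read-out followed 30 - 60 minutes at room temperature with DiscoveRx detection reagent.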
GLP1R cytotox: qHTS of GLP-1 Receptor Inverse Agonists: Cytotox Screen; HEK293 cAMP-luciferase reporter cells, luminescence, 24 h; Potency, µM (doses to about 38.3 µM), without a hit: at the highest dose activity change, negative = inhibition, most hits filed as inhibitors; actives 0.13% (n = 410,000);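 note: loss of luciferase light is scored as toxicity; potency is the fitted concentration of half-maximal effect; % is set by controls: 0 for no effect and ±100 for the full control effect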
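Seeding density was 200 cells/uL; after overnight-length (12 h) culture, 23 nL compounds went on for 24 h at 37 °C. Readout used a luciferase detection reagent, luminescence taken after 12 min at room temperature.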
TDP-43 yeast inh: qHTS of TDP-43 Inhibitors; TDP-43 expressing yeast growth rescue, BacTiter-Glo, 24 h; Potency, µM (top dose mostly 46.1 µM), for inactives: top-dose growth rescue (activation), actives largely listed as activators; actives 1.8% (n = 410,000); note: potency is the fitted concentration of half-maximal effect; % of control where 0% means no effect; nearly all actives have a fitted effect of over 50% in size
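Galactose-induced TDP-43 yeast, OD600=0.02, compound pinned; 24 hr, 30 deg C; BacTiter-Glo luminescence for growth. Inhibitors of TDP-43 toxicity read as activators.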
DRD3 antagonist: qHTS of D3 Dopamine Receptor Antagonist: qHTS; D(3) dopamine receptor (Homo sapiens), P35462; D3R cells, DiscoveRx beta-arrestin luminescence, antagonist mode; hits give low values; max response, negative = inhibition, %; actives 2.5% (n = 360,000); in the data active = max response below about -50%; inconclusive = no clear call, values can overlap the other calls; note: % is set by controls: 0 for no effect and ±100 for the full control effect; mostly tested at two doses, the higher about 12 µM
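Cells plated overnight at 1500 cells/well, then exposed to library compounds with dopamine controls for 90 minutes at 37 degrees C. DiscoveRx reagent added for 30–60 minutes at room temperature; luminescence read, quantitative HTS format.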
GLP-1R agonist: qHTS of GLP-1 Receptor Agonists. HEK293 GLP-1R CRE-luciferase, luminescence, 4-6 h; cells express a hypersensitive GLP-1R form. Potency, µM (highest dose often 45.6 µM), inactives show at the highest dose activation, usual class: activators. actives 0.007% (n = 380,000). AID 624172, 2012; note: potency is the fitted concentration of half-maximal effect; % of control where 0% means no effect
KB-V1 MDR tox: qHTS assay for MDR1-selective chemotherapeutics: Primary screen using the drug-selected MDR subline cells KB-V1 | KB-V1 MDR cells viability, CellTiter-Glo, 72 h | Potency, µM (doses to about 46.1 µM), for inactives: at the highest dose activity change, negative = cytotoxicity, most hits filed as cytotoxic | actives 3.4% (n = 400,000) | AID 1347076, 2019; note: potency is the fitted concentration of half-maximal effect; % is set by controls: 0 for no effect and ±100 for the full control effect; nearly all actives have a fitted effect of over 60% in size
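Cells of the MDR subline KB-V1 are plated, dosed with compound at multiple concentrations, and incubated 72 h at 37 degrees C; CellTiter-Glo is then added and luminescence read after 10 min.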
aSyn yeast inh: qHTS of alpha-syn Inhibitors | AID 652106, 2013 | actives 0.14% (n = 370,000) | Potency, µM (highest dose often 46.1 µM), for inactives: at the top dose growth rescue (activation), hits mostly activators | Yeast expressing alpha-synuclein, growth rescue, BacTiter-Glo, 24 h; note: potency is the fitted concentration of half-maximal effect; % of control where 0% means no effect; nearly all actives have a fitted effect of over 65% in size
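Screening used galactose-induced yeast with toxic alpha-synuclein levels, exposed to compound for 24 hr at 30 deg C. Cell growth, read with BacTiter-Glo luminescence, gave the measured signal.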
PTHR1 agonist: qHTS for PTHR1 Agonists: Primary Screen | Parathyroid hormone/parathyroid hormone-related peptide receptor (Homo sapiens), Q03431 | HEK293 GP2 PTHR1 cells, GloSensor cAMP luminescence, 1 h | Potency, µM (series often up to 115 µM), without a hit: at the top dose activation, usual class: activators | actives 0.075% (n = 410,000); note: potency is the fitted concentration of half-maximal effect; nearly all actives have a fitted effect of over 55% in size; some results filed as inactive show a strong effect at the top dose; inactives centre near -15; many of its hits are not listed in these tables
Target sequence (Q03431 whole entry, looked up): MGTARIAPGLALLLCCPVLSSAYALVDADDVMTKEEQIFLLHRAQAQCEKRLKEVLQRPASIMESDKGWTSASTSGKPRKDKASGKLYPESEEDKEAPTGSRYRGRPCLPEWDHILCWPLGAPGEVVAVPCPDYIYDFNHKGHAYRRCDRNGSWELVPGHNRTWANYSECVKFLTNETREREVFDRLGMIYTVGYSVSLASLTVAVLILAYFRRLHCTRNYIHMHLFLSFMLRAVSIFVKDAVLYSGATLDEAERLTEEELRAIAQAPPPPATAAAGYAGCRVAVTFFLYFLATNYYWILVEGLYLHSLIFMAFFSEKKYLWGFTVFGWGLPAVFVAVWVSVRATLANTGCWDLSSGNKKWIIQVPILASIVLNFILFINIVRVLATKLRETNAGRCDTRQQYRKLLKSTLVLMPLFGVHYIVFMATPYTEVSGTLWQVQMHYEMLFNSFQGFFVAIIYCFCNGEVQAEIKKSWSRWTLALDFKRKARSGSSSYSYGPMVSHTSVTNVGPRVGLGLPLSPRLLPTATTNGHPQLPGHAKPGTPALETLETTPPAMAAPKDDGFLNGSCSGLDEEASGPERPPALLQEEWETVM
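HEK-293-derived GP2 cells expressing PTHR1 and a GloSensor cAMP reporter, 3,000/well, plated overnight, given luciferin plus IBMX (each 0.5 mM as added) for 1 h at 37 °C, then compound for 1 h at 37 °C. Luminescence was read after 15 min at room temperature.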
GLP-1R inv ag: qHTS of GLP-1 Receptor Inverse Agonists (Inhibition Mode); Glucagon-like peptide 1 receptor (Homo sapiens), P43220; HEK293 GLP-1R CRE-luciferase, luminescence, 24 h; GLP-1R form is constitutively active; Potency, µM (doses to about 38.3 µM), without a hit: at the highest dose activity change, negative = inhibition, usual class: inhibitors; actives 1.6% (n = 410,000); AID 624417, 2012; note: potency is the fitted concentration of half-maximal effect; % is set by controls: 0 for no effect and ±100 for the full control effect; nearly all actives have a fitted effect of over 55% in size
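Assay principle: reduced luminescence from a cAMP-responsive reporter in HEK293 cells co-expressing a constitutively active GLP-1R. Conditions: 24 hr compound incubation, 37 deg C, 5% CO2.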
* marks the source's active call; other numbers are inactive results; i = inactive; ? = inconclusive; / = not tested or not shown; & = joins results of further samples; [ ] = dose if it differs, or a comment. Unless noted, calls come from the whole dose curve; as a rule, active = well fitted curve in the direction sought with a large enough effect; inconclusive = small, poorly fitted or top-dose-only effect, or another doubt; inactive = no such curve, though single readings can be large; an effect the other way counts as inactive or inconclusive.

SMILES | D3 ag | GLP1R cytotox | TDP-43 yeast inh | DRD3 antagonist | GLP-1R agonist | KB-V1 MDR tox | aSyn yeast inh | PTHR1 agonist | GLP-1R inv ag
COc1ccccc1Cc1nc2ccccc2n1S(=O)(=O)c1ccc(Cl)cc1 | -8 | 4% | 16% | -1 | 0% | ? | 1% | -1% | ?
O=C(NCS(=O)(=O)c1ccccc1)c1ccccc1 | -1 | -16% | -14% | 9 | 2% | 9% | 1% | i | 2%
COCCNC(=O)C1=C(N)C(C(=O)Nc2ccc(C)c(S(=O)(=O)N3CCCCC3)c2)SC1=Nc1ccc(C)cc1C (stereo unspecified) | -10 | -11% | -25% | -22 | 7% | -17% | -4% | -2%[57.5 µM] | -3%
O=S(=O)(NCC1CCCO1)c1ccc2ccccc2c1 (stereo unspecified) | 1 | 12% | 15% | 5 | 0% | 9% | -14% | -3% | 6%
COc1ccc(S(=O)(=O)N2CCOCC2)cc1C(=O)NCC(c1ccccc1)c1ccccc1 | -7 | -30% | 17% | 21 | -18% | ? | -2% | -20% | ?
CCOc1cc(N2CCOCC2)c(OCC)cc1NC(=O)c1cc(C)cc(C)c1 | 4 | 7% | ? | 24 | 10% | -23% | -1% | -2% | 22%
Cn1c(N)c(C(=O)COC(=O)COc2ccc3ccccc3c2)c(=O)n(C)c1=O | -3 | -4% | 16% | -2 | 4% | 0% | 3% | i | 11%
O=C(O)C1(Nc2ccc(Br)cc2)CCCC1 | 7 | -1% | 0% | 12 | -6% | -1% | 0% | i | 1%
N/C(=N\N=C\c1cccc([N+](=O)[O-])c1)c1nonc1N | -3 | -5% | 12% | -7 | 10% | -16% | 0% | -4% | 26%
CC1(C(=O)NCc2ccccc2)CCC(=O)N1CC(F)(F)F (stereo unspecified) | 3 | 2% | 6% | -21 | -5% | 25% | -5% | -19% | 25%
Cc1ccc2c(c1)N(CC(=O)NCCCN1CCCC1)C(=O)CO2 | 6 | -1% | -7% | -14 | 3% | 25% | 7% | i | -16%
COc1ccccc1NC(=O)CSc1nnc(C)n1CC1CCCO1 (stereo unspecified) | 4 | -1% | 3% | 0 | 6% | -10% | 1% | i | -20%
CC(/C=C\C=C\c1ccccc1)=N\NC(=O)c1cncc(Br)c1 | 6 | -4% | -2% | -9 | 5% | ? | 1% | i | 3%
Cc1ccc(SCCC(=O)NCc2ccco2)cc1 | -15 | 1% | ? | -14 | 4% | 4% | -2% | -11% | -21%
CCOc1ccccc1NC(=O)c1nc(S(=O)(=O)Cc2cccc(C)c2)ncc1Cl | -23&-21 | 0%&3% | ? | -96* | -3% | ? | 0% | -71%&-34%[inhibitor] | 6%&-4%
CCn1c(=O)[nH]c2cc(Cl)c(Cl)cc21 | 1 | 1% | 7% | 0 | 30% | ? | 17%&14% | i | 0%
O=C(NCCc1ccc(Cl)cc1)C1CCN(c2ncnc3c2nc2n3CCCCC2)CC1 | -9 | 6% | -19% | / | / | / | / | ? | 7%
CCOc1ccc(-c2nnc(SCC(=O)NCc3ccccc3)nc2-c2ccc(OCC)c(OC)c2)cc1OC | 1 | 0% | 23% | / | / | 10% | / | -21% | 42%[activator]
COc1ccc(-n2ccnc2SCC(=O)Nc2ccc3c(c2)OCO3)cc1 | -15 | -15% | ? | / | / | / | / | -65%[inhibitor] | -19%
C[C@H]1CN([C@@H](C)CO)C(=O)c2cc(Br)cnc2O[C@H]1CN(C)C(=O)c1ccc2c(c1)OCO2 | 1 | 5% | 0% | -6 | -3% | 0% | -7% | i | 1%
COc1ccccc1Oc1nc([N+](=O)[O-])nn1CC(N)=O | 5 | -9% | 19% | 7 | 0% | 3% | 2% | i | 1%
Cc1cccc(C(C)C)c1NC(=O)COC(=O)CN1C(=O)C2CC=CCC2C1=O (stereo unspecified) | 0 | 13% | 16% | -12 | -6% | -12% | -2% | i | 6%
CCCCn1c(-c2ccc(C(C)(C)C)cc2)nc2cc3[nH]c(=O)c(C(C)C)nc3cc21 | 8 | 25% | 17% | 12 | 0% | 22% | 2% | -30% | -6%
O=C(O)c1cnn(-c2ccccc2)c1-n1cccc1 | 2 | 0% | ? | 2 | -5% | -1% | 19% | i | -7%
CCOC(=O)N1CCN(CC(=O)Nc2ccc(F)c(F)c2F)CC1 | 7 | 0% | 5% | -8 | 6% | -23% | -5% | i | -1%

(listing goes on)
SMILES | D3 ag | GLP1R cytotox | TDP-43 yeast inh | DRD3 antagonist | GLP-1R agonist | KB-V1 MDR tox | aSyn yeast inh | PTHR1 agonist | GLP-1R inv ag
CNC(=O)C(=O)Nc1ccc2c(c1)N(S(=O)(=O)c1cccs1)CCC2 | 6 | 15% | 16µM* | 19 | 3% | -1% | 9% | -20% | 6%
CN(C)c1ccc(/C=N/N=C2/SC(CC(=O)O)C(=O)N2c2ccc(O)cc2)cc1 (stereo unspecified) | 1 | 14% | 1% | -9 | -1% | 2% | -2% | -24% | -22%
CCc1nnc(NC(=O)C2CCCO2)s1 (stereo unspecified) | -1 | -3% | -12% | -1 | 10% | -5% | -5% | -51%[inhibitor] | 2%
CCC(C)(C)NC(=O)C(c1cccnc1)N(C(=O)c1csnn1)c1ccccc1 (stereo unspecified) | 1 | -1% | 23% | 9 | -5% | 22% | 2% | 3% | -11%
O=C(CSc1nnc(-c2ccccc2F)n1C1CC1)NCc1ccco1 | -7 | 0% | 29% | 5 | 0% | 17% | 4% | i | 1%
CCOc1ccc(CC(=O)Nc2ccc(S(=O)(=O)Nc3cc(C)on3)cc2)cc1OCC | -1 | -8% | 4% | 10 | -2% | 2% | 0% | -10% | 9%
COc1cc(/C=N/NC(=O)c2nnn(-c3nonc3N)c2C(C)C)ccc1OCc1ccc(F)cc1 | 57* | -5% | 24% | 74 | 0% | 12% | -2% | -28% | ?
COc1ccc(/C=C2/SC(=S)N(CCC(=O)O)C2=O)cc1 | -4 | -20% | 2% | ? | 14% | -12% | 17% | -1% | 8%
O=C(Cc1ccccc1[N+](=O)[O-])N1CCOCC1 | 12 | -12% | 11% | 4 | -2% | 1% | -2% | -67%[inhibitor] | 4%
CCOC(=O)CN1C(=O)S/C(=C\c2ccc3c(c2)OCO3)C1=O | 3 | 2% | 22% | 95 | 0% | 21% | 4% | -6% | 11%
O=C(NC(=S)Nn1cnnc1)c1ccccc1 | 7 | -3% | 2% | -3 | -1% | 1% | -3% | i | 7%
CCCCCC(=O)Oc1cccc(N2C(=O)C3CCCCC3C2=O)c1 (stereo unspecified) | 3 | -1% | 2% | -4 | 4% | 8% | 0% | -2% | 0%
CCCSC1=C(C#N)C(c2ccccc2OCC)CC(=O)N1 (stereo unspecified) | 2 | -8% | -1% | -20 | 25% | -11% | 0% | -30% | -5%
CCc1ccc(N2C(=O)C3CCCN3C2=S)cc1 (stereo unspecified) | 7 | 3% | -4% | -18 | 23% | 20% | 13% | -4% | 16%
CCC[C@@H](CN1CCC[C@H]1CN1C(N)=NC[C@@H]1Cc1ccccc1)N1C[C@@H](Cc2ccccc2)N(CCc2ccc(Cl)c(Cl)c2)C1=N | -46 | 6% | 16% | -87* | -9% | 28% | -48%[inhibitor] | -20% | 3%
O=C(C[n+]1cnn(CC(=O)c2ccc(Cl)cc2Cl)c1)c1ccc([N+](=O)[O-])cc1 | -13 | ? | -1% | -24 | -7% | 5% | -6% | i | ?
COc1ccc(CNc2nc3nc(C)c(Cl)c(C)n3n2)cc1 | -6 | 9% | 13% | 3 | ? | -7% | 2% | -13% | 97%[activator]
CCCCn1c(-c2cccnc2)nc2cc3[nH]c(=O)c(C(C)C)nc3cc21 | 0 | -7% | 0% | 56 | 25% | 22% | -5% | i | 10%
COc1ccc(N2CC(C(=O)N[C@@H](C)C(=O)N3CCCCC3)CC2=O)cc1 (stereo partly specified) | -3 | 3% | 0% | 9 | -6% | 25% | 1% | -11% | -8%
CC(=O)c1ccccc1NC(=O)COC(=O)c1ccccc1NC(=O)c1ccccc1 | 6 | -10% | 19% | 0 | -10% | -22% | -9% | -43%[inhibitor] | 1%
Brc1ccc(C=Nc2ccc3c(c2)OCCOCCOCCO3)s1 | -5 | 11% | 6% | 21 | 1% | -3% | 1% | i | 4%
CN(C)CCCNc1ccc(-c2cc(Nc3cccc(Cl)c3)ncn2)cn1 | 8 | 6% | -5% | -19 | 1% | -3% | -17% | i | ?

4 entries from above, with values under each structure:
Order of results – D3 ag	GLP1R cytotox	TDP-43 yeast inh	DRD3 antagonist	GLP-1R agonist	KB-V1 MDR tox	aSyn yeast inh	PTHR1 agonist	GLP-1R inv ag
> COc1ccc(N2CC(C(=O)N[C@@H](C)C(=O)N3CCCCC3)CC2=O)cc1 (stereo partly specified)
 : -3	3%	0%	9	-6%	25%	1%	-11%	-8%
> CCC(C)(C)NC(=O)C(c1cccnc1)N(C(=O)c1csnn1)c1ccccc1 (stereo unspecified)
 : 1	-1%	23%	9	-5%	22%	2%	3%	-11%
> CNC(=O)C(=O)Nc1ccc2c(c1)N(S(=O)(=O)c1cccs1)CCC2
 : 6	15%	16µM*	19	3%	-1%	9%	-20%	6%
> CCOC(=O)CN1C(=O)S/C(=C\c2ccc3c(c2)OCO3)C1=O
 : 3	2%	22%	95	0%	21%	4%	-6%	11%

The list is partial (hit frequency here may not be typical).
